High-throughput results deposited in PubChem BioAssay by several laboratories.
T cell HTS: T cell immune modulation candidate | 2C CD8+ T cell-vesicle binding, flow cytometry; stronger effect = lower value | calls only at 7 µM | 330,000 compounds, 0.068% hits | AID 2052;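 active = response, share of CD8 T cells binding vesicles, and their 90th percentile fluorescence all below set limits, cut at about 80% in these data, passing the limit was not always enough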
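Assay system: 2C TCR transgenic mouse naive CD8+ T cells, MACS-purified | Read-out: CD8+ gate FL2 mean fluorescence as % of same-row positive control | Signal: High-throughput flow cytometry with anti-B7-1 and anti-CD8 staining | Timing: Binding step 1.5 h, 37 °C, antibody labelling 20 min, ice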
RSV antiviral HEp-2: RSV antiviral activity via CPE protection, HEp-2 cells, primary 10 µM value included (AID 2391); 310,000 compounds, 0.13% hits; one-dose CPE inhibition, % at 10 µM; IC50 in µM for titrated hits; HEp-2 cells, RSV-induced CPE inhibition; higher % means a stronger effect; in the data active = a potency from the dose series; also: strong numbers were not always called active
human PMI inhibition: MPI enzyme activity inhibition – biochemical, fluorescence intensity, coupled assay, primary screen (AID 1209) | purified PMI enzyme, coupled fluorescence intensity; higher % means a stronger effect | one-dose inhibition, % at 20 µM; IC50 in µM for titrated hits | 190,000 compounds, 0.42% hits;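 also: plate controls were DMSO vehicle for no effect and wells lacking substrate for full effect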
TNAP activation fold: human TNAP enzyme activators, primary screen, biochemical, luminescent, no phosphate acceptor, uHTS (AID 1001); 200,000 compounds, 0.03% hits; activation fold at 20 µM, or EC50 in µM where a hit was titrated; purified TNAP, luminescent activation assay, no phosphate acceptor; higher activation fold means a stronger effect; in the data active = activation fold from about 3, or a potency from the dose series; inactive = the rest, 99 in 100 with activation fold below about 1.6; also: many of its hits are not listed in these tables
West Nile antiviral: inhibition of WNV-induced cytopathic effect – cell-based, CPE readout (AID 1621); West Nile virus-infected cells, CPE inhibition; higher % means a stronger effect; CPE inhibition, % at 10 µM, or IC50 in µM where a hit was titrated; 290,000 compounds, 0.02% hits; in the data active = a potency from the dose series; also: strong numbers were not always called active
P. falciparum M1AAP: P. falciparum M1AAP inhibitors, biochemical, fluorogenic H-Leu-NHMec substrate, 1536-well (AID 1445); recombinant M1AAP, H-Leu-NHMec fluorogenic kinetic assay; higher % means a stronger effect; inhibition, % at 30 µM, or IC50 in µM where a hit was titrated; 220,000 compounds, 0.42% hits;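 active = primary inhibition above the hit cutoff, then over 50% inhibition at one or more dose response concentrations, cut at about 23% in these data, passing the limit was not always enough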;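 also: plate controls were DMSO full reaction for no effect and no enzyme background for full effect; strong numbers were not always called active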
human PMI inhibitors: human PMI inhibitors, high substrate, primary screen, biochemical, fluorescence intensity, high mannose 6-phosphate (AID 1220). 190,000 compounds, 0.66% hits. inhibition, % at 20 µM; hits with a dose series show IC50 in µM. recombinant PMI enzyme, coupled fluorescence intensity; higher % means a stronger effect
UTI89 phage lysis: inhibition of K1F phage lysis, E. coli UTI89, bacterial capsule biogenesis inhibitors, alamar blue (AID 488966); 340,000 compounds, 0.02% hits; E. coli UTI89 K1F phage lysis, alamar blue, 2 h; higher % means a stronger effect; one-dose inhibition, % at 100 µM; IC50 in µM for titrated hits;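 active = phage lysis inhibition, versus mean bacterial control, above a set limit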;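 also: capsule biogenesis inhibitors block K1F phage lysis so surviving cells raise fluorescence; higher fluorescence means more inhibition of phage lysis; actives were called in the ten point dose series up to 300 µM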
P. falciparum M17LAP: P. falciparum M17LAP inhibitors, primary screen, biochemical, fluorogenic H-Leu-NHMec substrate, 1536-well (AID 1619); inhibition, % at 30 µM, or IC50 in µM where a hit was titrated; 220,000 compounds, 0.38% hits; recombinant M17LAP, H-Leu-NHMec fluorogenic kinetic assay; higher % means a stronger effect;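 active = compound inhibiting the enzyme by more than half at any dose during confirmatory dose-response retesting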;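 also: plate controls were full reaction with DMSO carrier for no effect and no enzyme background for full effect; strong numbers were not always called active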
T cell HTS vesicle-bound %: also measured in T cell HTS; calls as there; double positive events, %; measured here: CD8+ vesicle-bound cell fraction;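 binding gate set so that unloaded-vesicle control wells show 10% double positive cells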
* marks the source's active call; other numbers are inactive results; i = inactive; . = no result given; [ ] = dose if it differs, or a comment. Rule as the data show it, unless noted: active = inhibition above about 50%; inactive = the rest.

Below each SMILES: T cell HTS	T cell HTS vesicle-bound %	RSV antiviral HEp-2	human PMI inhibition	TNAP activation fold	West Nile antiviral	P. falciparum M1AAP	human PMI inhibitors	UTI89 phage lysis	P. falciparum M17LAP
Cc1ccc(NC(=O)CCc2ccc(C)o2)c(Br)c1
→ i	68	0.5%	.	.	1.2%	.	.	-0.3%	.
COc1ccc(CCN2C(=O)CC(Nc3ccc(N4CCOCC4)cc3)C2=O)cc1OC (stereo not drawn)
→ i	48	0.2%	10%	1.1	0.6%	8%	4%	0.7%	15%
O=C(Cc1c[nH]c2ccccc12)OCCOC(=O)Cc1c[nH]c2ccccc12
→ i	38	1.4%	18%	1	-1.1%	2%	17%	-0.6%	-2%
Clc1ccccc1CSc1snnc1-c1ccccc1
→ i	8	0.0%	4%	1.2	1.1%	-4%	2%	0.4%	-2%
COc1ccccc1C(=O)Nc1ccc2c(c1)nc(CCNC(=O)c1ccco1)n2C
→ i	18	2.0%	.	.	0.0%	.	.	0.3%	.
Cn1c2ccccc2c2cc(C(=O)N3CCN(CCO)CC3)sc21
→ i	22	5.6%	-3%	0.9	-0.5%	7%	-4%	-0.1%	2%
COc1ccc(Cc2nnc(SCC(=O)c3cccc([N+](=O)[O-])c3)n2C)cc1
→ i	53	-2.3%	-10%	1	-0.8%	6%	0%	0.0%	12%
CC(C)N(C(=O)CSc1nnc(CN2CCCCCC2=O)n1-c1ccccn1)C(C)C
→ i	44	-1.8%	7%	1	-0.5%	4%	-5%	-0.4%[50 µM]	-9%
C=CCN(CC=C)C(=O)C(=O)c1cc(C)n(-c2ccc([N+](=O)[O-])cc2)c1C
→ .	.	-1.5%	-1%	0.9	.	15%	1%	-0.9%	12%
COc1ccc(NC(=O)CN2CCN(c3ccccc3)CC2)cc1
→ i	45	-1.0%	0%	1.1	0.1%	2%	-1%	0.1%	-2%
CCCOc1ccc(NC2=CC(=O)CC(C)(C)C2)cc1
→ i	55	8.8%	0%	1.1	-1.0%	13%	-2%	5.4%	10%
CCCCn1c(/C=C/c2ccco2)nc2ccccc21
→ i	36	2.2%	-22%	1.1	-1.0%	10%	-26%	8.3%	0%
Cc1nc(SCc2ccc(F)cc2)c2oc3ccccc3c2n1
→ i	19	.	.	.	-0.8%	0%	.	-2.0%	2%
COc1cc(NC(=O)CN2CCCCC2)c(C)cc1[N+](=O)[O-]
→ i	46	0.6%	12%	1.1	-0.7%	5%	5%	1.3%	-9%
N/C(=N\OCc1ccc([N+](=O)[O-])cc1)c1ccncc1
→ i	31	-0.8%	-33%	1.1	-0.1%	-1%	-18%	0.2%	-5%
O=C1CCC(=O)N1CCSC(=S)N1CCSCC1
→ i	22	2.3%	.	.	-0.1%	3%	.	0.4%	6%
CC(=O)Nc1ccc(N2CCCC2)cc1
→ i	14	-0.5%	17%	1.1	0.0%	11%	9%	-0.1%	-5%
Cc1c(NC(=O)CN2c3ccccc3CC2C)c(=O)n(-c2ccccc2)n1C (stereo not drawn)
→ i	43	0.6%	-6%	1.1	-0.5%	5%	2%	-0.4%	4%
Cc1ccc(/C=N/NC(=O)CSc2ccccn2)o1
→ i	14	1.7%	.	.	-0.3%	0%	.	-1.8%	-3%
COc1ccc(C(=O)NCCn2ccc3ccccc32)cc1
→ i	37	1.3%	10%	1.2	-0.1%	1%	1%	0.3%	8%

Taken from the entries so far for reference:
Below each SMILES: T cell HTS	T cell HTS vesicle-bound %	RSV antiviral HEp-2	human PMI inhibition	TNAP activation fold	West Nile antiviral	P. falciparum M1AAP	human PMI inhibitors	UTI89 phage lysis	P. falciparum M17LAP
Cc1ccc(NC(=O)CCc2ccc(C)o2)c(Br)c1
→ i	68	0.5%	.	.	1.2%	.	.	-0.3%	.
COc1ccc(CCN2C(=O)CC(Nc3ccc(N4CCOCC4)cc3)C2=O)cc1OC (stereo not drawn)
→ i	48	0.2%	10%	1.1	0.6%	8%	4%	0.7%	15%

Carrying on.
Below each SMILES: T cell HTS	T cell HTS vesicle-bound %	RSV antiviral HEp-2	human PMI inhibition	TNAP activation fold	West Nile antiviral	P. falciparum M1AAP	human PMI inhibitors	UTI89 phage lysis	P. falciparum M17LAP
CCCCN(CCCC)C(=O)C[n+]1cccc(/C=N/O)c1
→ i	61	0.5%	-10%	1	0.0%	1%	-5%	0.4%	0%
Cc1ccc2nc(NC(=O)c3ccc(OCC4CCCO4)cc3)sc2c1 (stereo not drawn)
→ i	22	3.7%	1%	1.1	-1.0%	-10%	-2%	0.1%	18%
OCCC1CN(Cc2ccon2)CCN1Cc1ccccc1 (stereo not drawn)
→ i	48	0.2%	20%	1	-0.1%	.	10%	-0.7%	.
Cc1ccc(NC(=O)c2ccc(OC(F)F)cc2)cc1S(=O)(=O)N(C)C
→ i	31	9.8%	6%	1.2	-1.9%	0%	12%	-1.4%	-10%
OC(COC(c1ccc(F)cc1)c1ccc(F)cc1)CN1CCCC(C(F)(F)F)C1 (stereo not drawn)
→ i	35	0.7%	.	.	-1.2%	.	.	-0.1%	.
O=C(CCC(=O)N(CC(=O)NC1CCCC1)Cc1ccccc1Cl)Nc1nccs1
→ i	20	0.1%	.	.	-0.2%	.	.	-0.3%	.
CC1=C(C(=O)NCc2ccccc2)C(c2cccnc2)n2ncnc2N1 (stereo not drawn)
→ i	35	-1.5%	-2%	1	-0.1%	6%	11%	1.0%	11%
Cc1[nH]oc(=O)c1N=Nc1c(Cl)cccc1Cl
→ i	40	2.4%	-21%	1.1	-0.1%	8%	-15%	1.1%	25%
O=C(Nc1sc2c(c1C(=O)O)CCC2)C(=O)N1CCOCC1
→ i	12	2.4%	.	.	0.2%	.	.	0.1%	.
Clc1ccc(-n2cccc2/C=N/n2cnnc2)cc1
→ i	21	0.7%	3%	1.2	0.0%	14%	-2%	-0.2%	10%
CCCCc1ccc(NC(=S)N2CCN(c3ccccn3)CC2)cc1
→ i	57	2.3%	.	.	-0.5%	.	.	1.1%	.
CCN1C(=O)C(CC(=O)Nc2ccc(F)cc2)N(CCc2ccc(OC)cc2)C1=S (stereo not drawn)
→ i	57	6.5%	.	1	-2.0%	-3%	.	-3.1%	-6%
O=C(Nc1c[nH]c(=O)[nH]c1=O)c1cccc(F)c1
→ i	9	40%	.	.	-0.5%	.	.	0.3%	.
O=C1CC(NCc2ccc(F)cc2)C(=O)N1c1ccccc1 (stereo not drawn)
→ i	24	-0.9%	5%	1.1	-0.5%	5%	4%	0.0%	4%
COc1cc2c(cc1OC)CN(C(=O)C1CCCN1S(=O)(=O)c1ccc(C)cc1)CC2 (stereo not drawn)
→ i	65	2.5%	.	.	-0.7%	.	.	-1.8%	.
COc1ccc(N2CCN(c3nc4c(c(=O)n(C)c(=O)n4C)n3Cc3ccccc3)CC2)cc1
→ i	9	1.3%	12%	1.1	-0.3%	0%	2%	-0.5%	-1%
Cc1ccc2c(CN3CC(C)CC(C)C3)cc(=O)oc2c1 (stereo not drawn)
→ i	10	1.3%	.	.	3.2%	.	.	0.5%[50 µM]	.
COc1ccc(S(=O)(=O)N2CCC(C(=O)NCCC(=O)NCc3ccncc3)CC2)cc1
→ i	14	2.4%	.	.	-0.1%	.	.	-0.1%	.
N#CC1=C(N)N(c2ccccc2)C(c2ccco2)C1(C#N)C#N (stereo not drawn)
→ i	42	2.6%	9%	1.1	-0.5%	4%	7%	-0.5%	-30%
COc1ccc(Nc2nc(N)c([N+](=O)[O-])c(N3CCCC3)n2)cc1
→ i	34	5.6%	.	.	1.1%	.	.	-0.1%	.
CC1(C)C(=O)Nc2ccccc2N1C(=O)COC(=O)C12CC3CC(CC(O)(C3)C1)C2
→ i	20	0.0%	0%	1.1	0.1%	1%	-1%	0.3%	14%
Cc1cc(C)n2nc(C(=O)N/N=C/c3cccs3)nc2n1
→ i	34	-1.6%	15%	1	0.5%	8%	11%	0.0%	13%
CCN(CC)S(=O)(=O)c1ccc(C(=O)OCC(=O)N2CCN(C(=O)c3ccco3)CC2)cc1
→ i	45	1.0%	9%	1.1	0.2%	-1%	7%	4.8%	-3%
CCC1CCCN1Cn1cnc2c([nH]c3ccc(C)cc32)c1=O (stereo not drawn)
→ i	20	0.5%	-1%	1	-0.2%	4%	-9%	0.3%	1%
Cc1ccc(N2C(=S)NC3c4cc(Cl)ccc4OC2(C)C3C(=O)N(C)C)cc1 (stereo not drawn)
→ i	37	1.7%	-16%	1.1	-0.4%	-8%	2%	0.2%	2%
O=C1CC(N2CCC(C(=O)N3CCCCC3)CC2)C(=O)N1 (stereo not drawn)
→ i	56	0.9%	18%	1.1	0.3%	10%	10%	-0.4%	11%
CCNc1ccc(S(=O)(=O)N(C)C)cc1NCC(=O)Nc1ccccc1F
→ i	35	0.2%	3%	1.1	-1.2%	2%	7%	1.4%[50 µM]	4%
O=C(c1cccc(F)c1)N(Cc1nc2ccccc2c(=O)[nH]1)C1CCCC1
→ i	33	1.0%	9%	1	-0.7%	17%	10%	-0.6%	8%
Cc1ccc(CSc2nnc(C)c(=O)[nH]2)cc1
→ i	24	2.3%	-20%	0.9	-0.1%	6%	-16%	2.6%	0%
Cc1ccc2c(c1)N(C(=O)CCC(=O)N1CCC(C(N)=O)CC1)CCO2
→ i	16	0.3%	.	.	0.2%	.	.	6.3%	.
O=C(O)C[C@H]1c2ccccc2S(=O)(=O)N1C1CCCC1
→ i	31	4.0%	.	.	0.4%	.	.	0.6%	.
O=C(c1cccc(S(=O)(=O)NCCOc2ccccc2)c1)N1CCN(c2ncccn2)CC1
→ i	11	-0.9%	12%	1.1	-0.6%	-2%	4%	-1.6%	-6%
Cc1oc(-c2ccccc2)nc1C(=O)OCC(=O)NC(=O)NCC(C)C
→ i	45	1.8%	2%	1.1	0.1%	-1%	13%	0.9%	4%
CCC(C)(c1nnnn1-c1c(C)cccc1C)N(N=O)c1ccccc1Cl (stereo not drawn)
→ i	38	3.7%	12%	1	-1.2%	10%	12%	3.7%	4%
COc1cccc(/C=N\NC(=O)c2sc(N)nc2C)c1OC
→ i	35	0.5%	7%	1.1	0.1%	25%*	3%	-1.8%	16%
O=C(CSc1nnc(-c2c[nH]c3ccccc23)o1)c1ccccc1
→ i	21	1.6%	-3%	1	0.0%	5%	3%	4.0%	-7%
CC(C)(C)OC(=O)N[C@@H](Cc1ccccc1)C(=O)N1CCC(C(=O)N[C@@H](CCC(N)=O)C(=O)O)CC1
→ i	34	0.8%	.	.	0.2%	.	.	1.4%[50 µM]	.
NNC(=O)CS(=O)(=O)c1ccc(Cl)cc1
→ i	41	0.2%	.	.	0.7%	-3%	.	-0.3%	-13%
CCOCCCNCc1ccc(OC)cc1
→ i	21	-0.9%	-2%	1.1	0.6%	1%	-5%	3.2%	6%
Cc1nnc(N/N=C/c2ccc(O)c([N+](=O)[O-])c2)[nH]c1=O
→ i	44	0.8%	13%	0.9	0.4%	14%	1%	-0.7%	14%

Compounds were not picked by outcome. Share with any hit: about 1.5%.
